Source: PubChem BioAssay (National Center for Advancing Translational Sciences (NCATS))
TbPYK inhibitor – blocks Trypanosoma brucei pyruvate kinase; Q57TT1; TbPYK enzyme, Kinase-Glo Plus ATP luminescence, 45 min; Potency, µM (titrated, usually from 76.8 µM), for inactives: at the highest dose activity, negative = inhibition, hits mostly inhibitors; hit rate 0.12% among 410,000; active means well fitted inhibition curve with a large enough effect; inconclusive means small, poorly fitted or top-dose-only effect; further: nearly all actives have a fitted effect of over 50% in size
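Glycolytic pyruvate kinase of T. brucei was incubated with substrate, test compound and 130 uM ADP for 45 minutes at room temperature. Luminescent Kinase-Glo Plus signal was measured after 10 minutes.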
Starred values were filed as active, the others as inactive; u = inconclusive; & = joins results of further samples. On the % scale 0 is the no-effect control and ±100 the full control effect; potency means the concentration at half of the fitted maximal effect.

molecule | TbPYK inhibitor
COc1ccc(C2=Nc3ccccc3NC(=O)C2N(CCc2ccccc2)C(=O)c2cccs2)cc1 (stereo not drawn) | 2%
O=C(C(=O)c1cc(Br)ccc1O)c1cc(Br)ccc1O | 3%
CC(=O)OCC1=C(C(=O)O)N2C(=O)[C@@H](NC(=O)Cc3ccccc3)[C@H]2SC1 | -2%
CCN1C=C(C(C)=O)C(=O)CC1 | 3%
CC1(C(=O)Nc2ccc3c(c2)OCCO3)CCC(=O)N1CCc1c[nH]c2ccccc12 (stereo not drawn) | 0%
CC(=O)Nc1ccc(NC(=O)CCCN2C(=O)C(c3ccccc3)Oc3cccnc32)cc1 (stereo not drawn) | -9%
Cc1cccc(C)c1Nc1nn2c(=O)c3cc4c(cc3nc2s1)OCO4 | -1%
Cc1cc(C)c(S(=O)(=O)Nc2ccc3oc4c(c3c2)C(=O)CC(C)(C)C4)cc1C | -2%
CCc1nnc(SCc2cc(C)ccc2C)c2cc3sc(C)cc3n12 | -1%
COc1ccc(S(=O)(=O)N(CC(=O)Nc2ccc(F)c(Cl)c2)c2ccc(C)cc2)cc1OC | -1%
C=CCOc1ccc(/C=C/C(=O)OCC(=O)N2CCN(S(=O)(=O)c3ccc(C)cc3C)CC2)cc1 | 0%
O=C(CN1C(=O)CCc2cc(S(=O)(=O)N3CCOCC3)ccc21)NCc1ccc(F)cc1 | -4%

Additional entries follow.
molecule | TbPYK inhibitor
CCC(Sc1ncc(S(=O)(=O)c2ccc(Cl)cc2)c(=O)[nH]1)C(=O)Nc1ccc(OC)cc1 (stereo not drawn) | 3%
O=C(CSCC(=O)OCC(=O)N1CCN(C(=O)c2ccco2)CC1)Nc1ccc(Cl)cc1 | 3%
c1ccc(-c2ccc3nncn3c2)cc1 | -2%
COc1cc(-c2noc(-c3ccc(NC4CCCCC4)c([N+](=O)[O-])c3)n2)cc(OC)c1OC | -1%
CCN(CCCNC(=O)CN1N=C(c2ccccc2)CCC1=O)c1cccc(C)c1 | -11%
O=C1NC[C@@H](CCCCN2CCN(Cc3ccccc3)C(=O)C2=O)N(CC2CCCCC2)C1=O | 8%
COC(=O)N1CCC2(CCCN(c3ccncc3)C2)CC1 | 0%
CNc1[nH]c(=O)[nH]c(=O)c1N=Nc1cc(Cl)ccc1Cl | 0%
COc1ccccc1CN(Cc1ccco1)c1cnc(S(C)(=O)=O)nc1C(=O)Nc1cc(C)ccc1C | -5%
CCC(=O)N1CCc2cc(Br)cc(S(=O)(=O)CCC(=O)N3CCN(c4cccc(C)c4)C(C)C3)c21 (stereo not drawn) | -4%
Cc1ccc(CN(Cc2ccco2)C(=O)c2ccc(Cl)cc2Cl)cc1 | -6%
COc1ccc(C2CC(=O)N(Cc3ccc(F)cc3)c3ccccc3S2)cc1OC (stereo not drawn) | 2%

(more compounds)
molecule | TbPYK inhibitor
C[C@@H]1CN([C@@H](C)CO)C(=O)CCCn2nncc2CO[C@@H]1CN(C)S(=O)(=O)c1ccc2c(c1)OCCCO2 | -2%
CSc1nc2sc3c(c2c(=O)n1-c1ccc(C)cc1)CCCC3 | 2%
CC1CCN(Cc2c(O)ccc3c(=O)c(-c4cccc(Cl)c4)c(C(F)(F)F)oc23)CC1 | 3%
Cc1cc(Br)cn2c(Cc3ccsc3)c(-c3cccc(Br)c3)nc12 | -2%
Cc1cccc(-n2ncc3c(NNC(=O)c4ccccc4Cl)ncnc32)c1 | -4%
Cc1cccc(NC(c2cccc(Cl)c2)c2ccc3cccnc3c2O)n1 (stereo not drawn) | 20%
COc1ccc(Cl)cc1NC(=O)c1cc(=O)c2cc(C)cc(C)c2o1 | 10%
Cc1c(C(=O)N(C)Cc2ccc(F)cc2)sc(=O)n1Cc1ccc(Cl)c(Cl)c1 | -1%
NC(c1ccccc1)c1csc(Nc2ccc(C(F)(F)F)cn2)n1 (stereo not drawn) | -7%
COc1cccc(CNC(=O)c2oc3c(c2C)-c2nn(Cc4cccc(Cl)c4)cc2CC3)c1 | 1%
CC(C)(C(=O)c1ccccc1)/[N+]([O-])=C/c1ccc(Br)cc1 | u
CC1=NN(c2ccccc2)C(=O)C1C(=S)SC1CC(=O)NC1=O (stereo not drawn) | -5%

Other records.
molecule | TbPYK inhibitor
CCOC(=O)C1=C(C)OC(=CC=Cc2ccccc2)C1=O | 2%
Cc1cccc(CC2(O)C(=O)Nc3ccccc32)n1 (stereo not drawn) | -2%
COC1=NC(=C(c2ccccc2)c2ccccc2)OC1=O | 1%
Cc1nc2ccc(C(=O)Nc3ccc4c(c3)OCC(=O)N4)cn2c1N(C)C(=O)CCc1ccccc1 | 1%
COC1=C(Nc2ccccc2)C(=O)C(OC)=C(Nc2ccccc2)C1=O | 4%
O=C(COC(=O)c1ccc(O)cc1)Nc1cc(S(=O)(=O)N2CCCCCC2)ccc1Cl | -2%
CCOc1cc(CNC(=O)c2ccc3c(c2)N(C)C(=O)C2CCCCN32)ccc1OC (stereo not drawn) | -2%
O=C1NC[C@H](CCCCN2C[C@H](Cc3ccc(O)cc3)N(Cc3ccccc3)C(=O)C2=O)N(Cc2ccccc2)C1=O | 2%
COc1ccc2c(c1)cc1c(=O)n(CC(=O)NC3CCCCC3)nc(C)n12 | -1%
COc1ccc(C(=O)N2CCCCC2c2cc(C(=O)Nc3ccc(F)c(Cl)c3)no2)cc1 (stereo not drawn) | 6%
CCn1c(C(=O)Nc2cc(C)cc(C)c2)cc2sc(Cl)cc21 | -1%
CCCn1c2ccccc2c2cnn(CC(=O)NCCc3ccc(OCC)c(OCC)c3)c(=O)c21 | 0%

Remaining list, next part:
molecule | TbPYK inhibitor
CC(C)c1ccc(Nc2cc(C(=O)NC3CCCCC3)c3ccccc3n2)cc1 | 5%
O=S(=O)(O)c1cc(Cl)cc(N=Nc2ccc(O)cc2O)c1O | u
CC(OC(=O)CCNS(=O)(=O)c1ccc(Cl)cc1)C(=O)N(C)Cc1ccccc1 (stereo not drawn) | 0%
Brc1csc(CN2CCc3nc(Nc4ccccc4)ncc3C2)c1 | -7%
Cc1ccc(CN2CCN(C3CCN(C(=O)c4ccc(C)cc4)CC3)C(=O)C2=O)cc1 | 2%
O=C(NCCNC(=O)c1ccc(F)cc1)c1ccc(F)cc1 | 1%
Cc1cc(N2CCC(C(=O)Nc3ccc(F)cc3C)CC2)n2nc(C)c(-c3ccc(Cl)cc3)c2n1 | -9%
COc1ccc(C(=O)Nc2ccc3nc(SCC(=O)N4CCCc5ccccc54)sc3c2)cc1 | 3%
NC1=NC(=O)/C(=C/C=C/c2cccs2)S1 | -3%
O=C(Nc1nc(OCCN2CCCC2=O)cnc1/C=C\c1ccccc1)c1cc2ccccc2s1 | 4%
Cc1cc(C(=O)N2CCCC(C)(C(=O)NS(=O)(=O)C3CC3)C2)n(C(C)(C)C)n1 (stereo not drawn) | 7%
COc1cccc(NC(=O)c2sc(-n3nc(C)c(Cc4ccccc4Cl)c3C)nc2C)c1 | 1%

More records follow:
molecule | TbPYK inhibitor
c1ccc2c(c1)-c1ccccc1C2N1CCOCC1 | 19%
CCOC(=O)c1c(C)[nH]c(C)c1S(=O)(=O)NCC(=O)NCc1cccc(Br)c1 | 1%
COc1ccc(Cl)c(Cn2c(NCCN)nc3c2c(=O)n(C)c(=O)n3C)c1 | -2%
CC(=O)Nc1ccc(Nc2ncnc3c2c(-c2ccccc2)cn3-c2ccccc2)cc1 | -3%
O=C(Cn1nc(N2CCN(c3ccccc3)CC2)ccc1=O)NCc1cccc(Cl)c1 | 3%
CCCCn1nnnc1C1(C)CCC(=O)N1CCOC (stereo not drawn) | -1%
O=C(Oc1ccccc1)N1CCC2(CCN(Cc3ccncc3)CC2)CC1 | -3%
O=S1(=O)CC(N2CCN(CC3CC3)CC2)CN1Cc1ccc(F)cc1 (stereo not drawn) | -5%
O=C(Cn1c(=O)n(Cc2ccccc2)c(=O)c2sc3ccccc3c21)NCc1ccccc1Cl | 6%
COc1cccc(-c2ccc3nccn3c2)c1 | 0%
CCn1c(=O)n(CC)c2cc(N3CCCCC3)c(NC(=O)Nc3cc(C)cc(C)c3)cc21 | 2%
COc1ccc(-c2nc3c(c(SCC(=O)N4CCCCC4)n2)Cc2cc(Cl)ccc2O3)cc1 | -1%

Continued.
molecule | TbPYK inhibitor
CCn1cc2nc(SCc3cccc(OC)c3)n(Cc3ccc(Cl)cc3)c(=O)c2n1 | 8%
Cn1cccc1C(=O)N1CCC[C@@]2(CCN(c3ccccn3)C2)C1 | 4%
Cc1ccc(S(=O)(=O)c2cn(CC(=O)Nc3cccc(C)c3)c3cc4c(cc3c2=O)OCO4)cc1 | 6%
COc1ccc(CC(=O)NCC(c2ccc(N(C)C)cc2)N2CCOCC2)cc1 (stereo not drawn) | -8%
Cc1ccc(-c2noc(-c3ccc(N4CCCCC4C)c([N+](=O)[O-])c3)n2)cc1 (stereo not drawn) | -12%
CCC(=O)N1CCc2cc(S(=O)(=O)NCCC(=O)Nc3ccc(OC)c(Cl)c3)ccc21 | 2%
CCOC(=O)CN1C(C(=O)c2ccccc2)=C(OC(=O)C(C)(C)C)c2ccccc2S1(=O)=O | 1%
Cc1ccc2sc(C)cc(=O)c2c1 | 0%
COc1ccc(C(=O)C(C)C(C)=O)c(OCc2ccccc2)c1OC (stereo not drawn) | 0%
CC1(C(=O)Nc2cccc3ncccc23)CCN1C(=O)Cc1ccc(-c2ccccc2)cc1 (stereo not drawn) | -10%
CN1CC[C@@H]2C(=O)N3CCc4ccc(Br)cc4[C@@H]3C[C@@H]21 | 2%
Cn1nnnc1SCCCNCc1cc(Br)ccc1OCc1ccccc1 | 3%

Given as labelled records: part of the list above
> COc1ccc(C(=O)C(C)C(C)=O)c(OCc2ccccc2)c1OC (stereo not drawn)
- TbPYK inhibitor: 0%
> CC1(C(=O)Nc2cccc3ncccc23)CCN1C(=O)Cc1ccc(-c2ccccc2)cc1 (stereo not drawn)
- TbPYK inhibitor: -10%
> CN1CC[C@@H]2C(=O)N3CCc4ccc(Br)cc4[C@@H]3C[C@@H]21
- TbPYK inhibitor: 2%
> Cn1nnnc1SCCCNCc1cc(Br)ccc1OCc1ccccc1
- TbPYK inhibitor: 3%

More entries
molecule | TbPYK inhibitor
O=C(COC(=O)c1cccc(Br)c1)NC1CCCCCCC1 | 6%
COc1ccc(Oc2ncc3nc(-c4cc(F)cc(F)c4)c(=O)n(CCC#N)c3n2)cc1 | 4%
CCCNC(=O)C1(C)CCCN(C(=O)c2oc3ccccc3c2C)C1 (stereo not drawn) | 0%
CC(C)C[C@H]1COc2cccc(N3CCC[C@H]3CO)c2S(=O)(=O)N1 | -2%
O=P(O)(O)CN1CCNCCN(CP(=O)(O)O)CCNCC1 | 3%
CSc1nc(NC(C)C)nc(NC(C)C)n1 | 4%
CCCCN(C(C)=O)c1ccc2c(c1)C1CC2CCN1C(=O)OCc1ccccc1 (stereo not drawn) | -1%
CC(C)=CCC[C@H](C)CC1Cc2[nH]c(=S)[nH]c(=O)c2C(c2ccc(Cl)cc2)O1 (stereo partly drawn) | 5%
O=C(Nc1cc(S(=O)(=O)N2CCCC2)ccc1OCC(F)(F)F)c1ccncc1 | -2%
O=c1c2oc3ccccc3c2n(Cc2ccccc2)c(=O)n1Cc1ccc2c(c1)OCO2 | 0%
O=c1c(S(=O)(=O)c2ccccc2)cn(Cc2ccccc2)c2cc(N3CCCC3)c(F)cc12 | -16%
CCN1CCN(c2c(Cl)cccc2NC(=O)c2cc3ccccc3o2)CC1 | 0%

Other results follow:
molecule | TbPYK inhibitor
COc1ccc(C(=O)NC(=S)NNC(=O)c2cccc(C)c2)cc1 | -3%
COc1cc(C2c3cc4c(cc3C(O)C3COC(=O)C23)OCO4)cc(OC)c1OC (stereo not drawn) | -8%
Cc1cc2c(cc1NC(=O)c1ccc(C(C)(C)C)cc1)n(C)c(=O)c(=O)n2C | -6%
CC(=O)C1(O)CCC2C3CCC4=C(Cl)C(=O)CCC4(C)C3CCC21C (stereo not drawn) | -1%
O=C(O)C(NC(=O)c1ccccc1)=C(Cl)Cl | -1%
CCc1ccc(NC(=O)C(=O)NCC(c2ccc3c(c2)OCO3)N2CCN(C)CC2)cc1 (stereo not drawn) | 0%
Cc1cc(C)cc(NC(=O)CN2C(=O)CCc3cc(S(=O)(=O)N4CCCCC4)ccc32)c1 | -8%
O=C(Cn1cnnn1)N[C@@H]1C(=O)N2C(C(=O)O)=C(CSc3nncs3)CS[C@H]12 | -14%&-16%
C#CCOCCOCCOCCNc1nc(N2CCN(C(=O)Cn3cc(CC(C)O)nn3)CC2)nc(N2CCN(C(=O)[C@H]([C@@H](C)O)n3cc(CCCCN)nn3)CC2)n1 (stereo partly drawn) | -8%
CN1C(=O)[C@H]2[C@@H](c3ccc(C(F)(F)F)cc3)N[C@]3(CCCN(Cc4ccc(Br)cc4)C3=O)[C@H]2C1=O | -5%

Arranged by number of heavy atoms (highest first): some entries from above.
molecule | TbPYK inhibitor
C#CCOCCOCCOCCNc1nc(N2CCN(C(=O)Cn3cc(CC(C)O)nn3)CC2)nc(N2CCN(C(=O)[C@H]([C@@H](C)O)n3cc(CCCCN)nn3)CC2)n1 (stereo partly drawn) | -8%
CN1C(=O)[C@H]2[C@@H](c3ccc(C(F)(F)F)cc3)N[C@]3(CCCN(Cc4ccc(Br)cc4)C3=O)[C@H]2C1=O | -5%
COc1cc(C2c3cc4c(cc3C(O)C3COC(=O)C23)OCO4)cc(OC)c1OC (stereo not drawn) | -8%
O=C(Cn1cnnn1)N[C@@H]1C(=O)N2C(C(=O)O)=C(CSc3nncs3)CS[C@H]12 | -14%&-16%
CC(=O)C1(O)CCC2C3CCC4=C(Cl)C(=O)CCC4(C)C3CCC21C (stereo not drawn) | -1%

An excerpt; count on the stated rates, not on these rows.
